Bioassay records from PubChem BioAssay.
CendR NRP1 mod – NRP-1/CendR interaction modulation; 360,000 compounds, 0.85% hits; FAM-RPARPAR peptide binding to NRP-1, fluorescence polarization; inhibition, % at 25 µM; AID 602438; O14786;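 active means inhibition or corrected inhibition above about 18%, plus a signal ratio from 0.5 to 1.5, limit read from the data, passing the limit was not always enough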; further: strong numbers were not always called active
Rin1 Abl inh – inhibitors of human Rin1-Abl protein interaction; P00519+Q13671; 360,000 compounds, 0.4% hits; inhibition, % at 7.35 µM; AID 588664; TR-FRET Rin1/Abl binding, biochemical; in the data active means inhibition above about 5%, passing the limit was not always enough
Neddylation inh – inhibitors of human cullin neddylation | TR-FRET cullin neddylation, biochemical | calls only at 25 µM | P61081+Q13564 | 360,000 compounds, 0.58% hits; in the data active means inhibition above about 36%
E coli Lon inh – inhibitors of E. coli Lon protease | purified E. coli Lon protease, fluorescence polarization | P0A9M0 | 360,000 compounds, 0.42% hits | inhibition, % at 7.94 µM; in the data active means inhibition above about 13%, passing the limit was not always enough;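 further: 0% = enzyme with probe and DMSO and 100% = no enzyme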
FAS-TE inh – inhibitors of human fatty acid synthase thioesterase domain; recombinant FAS-TE, OMFH fluorogenic substrate, fluorescence endpoint; inhibition, % at 15 µM; 360,000 compounds, 0.67% hits; AID 602261;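 active means compounds whose normalised, plate-corrected inhibition of enzyme fluorescence in the single-dose primary screen is 50% or more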;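 further: 0% = DMSO with enzyme and 100% = substrate without enzyme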
bovine MsrA act – activators of bovine methionine sulfoxide reductase A. 360,000 compounds, 0.3% hits. purified bovine MsrA, absorbance read-out. activation, % at 10.6 µM; in the data active means activation above about 7.5%;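 further: 0% = vehicle and 100% = reference activator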
PABP1 MLLE inh – inhibitors of microRNA-mediated deadenylation, human PABP1 MLLE binding; GST-MLLE / FITC-PAM2 fluorescence polarization; inhibition, % at 20 µM; 360,000 compounds, 0.36% hits; P11940; in the data active means inhibition above about 35%, passing the limit was not always enough;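 further: plate controls were DMSO wells with GST-MLLE for no effect and wells lacking GST-MLLE protein for full effect; some results filed as inactive read as strong as hits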
MT1-MMP act inh – MT1-MMP (human) activation inhibition; P50281; HT1080 RFP-PRO-GFP cells, GFP/RFP ratio fluorescence, overnight; percent of plate control window, DMSO zero; GFP/RFP ratio change, % at 20 µM; 360,000 compounds, 0.061% hits;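 active means GFP/RFP ratio change of at least 30% with cell ATP level not reduced by more than half and red fluorescence within 50% of control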; further: strong numbers were not always called active
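Read-out: GFP/RFP fluorescence ratio; Test system: RFP-PRO-GFP reporter HT1080 cells; Compound dosing: single-point 20 µM compound, 1% DMSO; Times: overnight compound exposure at 37 °C.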
SKN-1 block – C. elegans SKN-1 inhibition. C. elegans VP596 Pgst-4::GFP/RFP ratio, acrylamide-induced, 24 h. inhibition, % at 21.8 µM. 360,000 compounds, 0.49% hits;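 active means interference check ratio from 0.5 to 1.5 plus GFP to RFP signal ratio inhibition reaching or exceeding a fixed threshold, cut at about 30% in these data, passing the limit was not always enough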; further: some compounds called inactive have numbers as strong as hits
* = called active by the depositor; i = inactive; x = not tested or not shown; + = active, no number. Rows were taken by chance. About 4% of those tested had a hit in this group.

Second line of a record: CendR NRP1 mod, FAS-TE inh, Neddylation inh, PABP1 MLLE inh, E coli Lon inh, bovine MsrA act, Rin1 Abl inh, MT1-MMP act inh, SKN-1 block
Cc1cc(C)c(S(=O)(=O)N2CCN=C2c2ccccc2)c(C)c1
  -5, -9, i, 3, 3, -5, -2, -1, -7
CCc1ccc(Nc2cnn(C34CC5CC(CC(CC(=O)O)(C5)C3)C4)c(=O)c2Cl)cc1
  0, -10, i, 1, -3, -6, 4, 0, 15
COc1ccc(CCNC(=O)C(=O)NCCC2CCCCN2S(=O)(=O)c2cccs2)cc1 (stereo not drawn)
  -1, 15, i, 6, -3, -8, 2, 3, 7
CCn1c2ccccc2c2nnc(SCC(=O)Nc3cc(C)on3)nc21
  -1, -10, i, 7, 3, -7, 3, -1, -6
CCOC(=O)[C@@H]1[C@H]2COc3cc(OC)ccc3[C@H]2N2C(=O)N(c3ccc(C(F)(F)F)cc3)C(=O)[C@]12C
  -6, 26, i, -5, 10, -3, 3, -1, -3
Oc1ccccc1CNCCCNCc1ccccc1O
  -9, -3, i, -4, 1, 0, -5, 10, -15
CN(C)S(=O)(=O)c1cccc(-c2nnc(-c3ccccc3)o2)c1
  7, 9, i, 17, 0, 1, -2, 3, 0
Cc1ccc(C)c(S(=O)(=O)C(C#N)c2nc3ccccc3nc2N2CC(C)OC(C)C2)c1 (stereo not drawn)
  -3, -1, +, 3, 7, 1, -4, -11, 26
CC1(C)NC(=O)N(CC(O)COc2ccccc2C(=O)Nc2ccccc2)C1=O (stereo not drawn)
  -5, -4, i, 5, 1, -1, 1, 1, 9
O=C(Cn1cnc2c(cnn2-c2ccc(Cl)cc2)c1=O)NCCc1ccccc1
  19, -5, i, 6, -10, 1, -1, 1, 4
COC(=O)CN1C(=O)[C@H]2[C@@H](/C=C/c3ccccc3)N3C(=O)CN(Cc4ccccc4)C(=O)[C@@]3(Cc3ccccc3)[C@H]2C1=O
  -1, -7, i, -5, -6, 1, 2, 2, 7
O=C(COc1ccc(Br)cc1Br)NC(=S)N1CCCc2ccccc21
  -3, -5, i, 23, 7, -7, 4, 7, 2
CN(C)S(=O)(=O)c1ccc(-c2csc(-c3cccnc3)n2)cc1
  3, 75*, i, -2, -2, -6, -2, -2, 5
COc1ccc(Cl)cc1S(=O)(=O)N1CCN(C(=O)c2n[nH]c(=O)c3ccccc23)CC1
  10, 4, i, -7, -10, 0, 1, -19, 1
Cc1ccc(OCC(=O)N/N=C/c2cn[nH]c2-c2ccc(Cl)c(Cl)c2)cc1
  8, -9, i, -13, 10, -1, -2, -5, 9

Other results:
Second line of a record: CendR NRP1 mod, FAS-TE inh, Neddylation inh, PABP1 MLLE inh, E coli Lon inh, bovine MsrA act, Rin1 Abl inh, MT1-MMP act inh, SKN-1 block
CCCC/C(O)=C1\C(=O)CC(C)(C)CC1=Nc1ccc(N)cc1
  5, -5, i, -20, -5, -3, 2, 3, -15
Oc1ccccc1/C=N/n1cnnc1
  4, -10, i, -2, -6, 2, 3, 1, 17
O=C(O)c1cccc(N/N=C/c2sc(N3CCOCC3)nc2-c2ccccc2)c1
  13, -1, +, -9, -24, -15, 3, 2, 5
Cc1c(OCC(=O)N2CCC(C(N)=O)CC2)ccc2c3c(c(=O)oc12)CCC3
  4, -1, i, 5, -5, -1, 7, -4, -8
CC(C)NC(=O)C1(C)CCN1C(=O)Cc1ccc(-c2ccccc2)cc1 (stereo not drawn)
  -1, -6, i, 3, -10, -3, 6, 5, 9
COc1ccc(CNS(=O)(=O)c2ccc(Br)s2)cc1
  -6, 4, i, -27, 2, 1, -3, -2, -6
COc1ccc(CNC(=O)CSc2nnc(C)n2-c2ccc(F)cc2)cc1
  -15, -8, i, 4, -3, 3, 2, 0, -8
O=c1oc2ccccc2c(Nc2ccc3ccccc3c2)c1[N+](=O)[O-]
  2, 12, i, 2, -5, -2, -2, -5, 8
O=C(COCC(=O)NCc1ccccc1)NCc1ccccc1
  22, -2, i, -6, 1, 2, 2, 1, 3
CCOC(=O)C1=NOC(CN(c2ccccc2)S(=O)(=O)c2ccc(Cl)cc2)C1 (stereo not drawn)
  1, 12, i, -7, -8, 0, 3, 1, 6
COc1ccc(-c2cccc(NC(=O)c3ccc4c(c3)OCO4)c2)nn1
  7, 0, i, -25, -5, -1, 4, 4, 12
CC(=O)Cc1nsc(NC(=O)c2ccccc2Cl)n1
  15, -7, i, -17, -6, -4, 0, -7, 0
Cc1c(/C(O)=C2\C(=O)C(=O)N(CCCN(C)C)C2c2ccccc2)cnn1-c1ccccc1 (stereo not drawn)
  2, -9, i, 15, -1, -9, 3, 5, -10
COC(=O)/C(=N\OCc1ccc(C#N)cc1)c1c(C)nn(C)c1C
  0, -1, i, -2, 4, -1, 1, 0, 1
CCCCCOC(=O)C1=C(C)NC(=O)NC1c1ccc2c(c1)OCO2 (stereo not drawn)
  2, 9, i, 7, 6, -5, -2, 2, 3

Remaining list, next part:
Second line of a record: CendR NRP1 mod, FAS-TE inh, Neddylation inh, PABP1 MLLE inh, E coli Lon inh, bovine MsrA act, Rin1 Abl inh, MT1-MMP act inh, SKN-1 block
COc1ccc([C@H]2/C=C\CN(C(=O)[C@H](Cc3ccccc3)NC(=O)OCC3c4ccccc4-c4ccccc43)CC(=O)N2Cc2ccc(F)cc2)cc1
  15, -29, i, 1, 0, 2, 3, 0, 8
O=C(Nc1ccccc1C(=O)O)c1ccc(NC(=O)C2CC2)cc1
  3, -1, i, -3, 1, -3, 2, -4, 8
CCN1C(=O)/C(=C/c2cccs2)SC1=Nc1ccc(OC)cc1
  16, 12, i, -2, -3, 1, -1, 4, 0
COc1cc2nc(Nc3cccc(F)c3)nc(N)c2cc1OC
  -5, 0, i, -7, 9, -6, 8.9*, 16, 4
Cc1ccc(O)c(N=Cc2cc(Cc3ccccc3)cc([N+](=O)[O-])c2O)c1
  -88, 10, i, -39, -11, -5, 1, -1, 13
CCN1C(=O)[C@H]2[C@@H](c3ccc(-c4ccc(Cl)c(Cl)c4)cc3)N3CCCC[C@@]3(C(=O)OC)[C@H]2C1=O
  2, 44, i, 6, 7, -4, 4, 2, -3
O=C(CSc1ncnc2sc3c(c12)CCC3)NCC1CCCO1 (stereo not drawn)
  8, -1, i, 3, -10, -2, 1, -2, -6
Nc1nc(-c2sc3nc4c(cc3c2N)CCCC4)nc(N2CCOCC2)n1
  3, -2, x, 22, -2, -4, 0, 17, 0
COc1ccc(CCCC(=O)Nc2cc(C)ccc2OC)cc1
  -10, 5, i, -95, -13, -1, -2, -4, 3
COc1cc(/C=C/c2ccc3cccc([N+](=O)[O-])c3n2)ccc1OCC#N
  -6, 53*, i, 6, 0, -6, -5, 0, 6
S=C(Nc1ccccc1)N1CCCCC1
  -9, -6, i, -42, -8, -6, 1, 3, -4
COc1ccccc1N(CC(=O)N1CCCCC1C)S(=O)(=O)c1ccc(Cl)cc1 (stereo not drawn)
  -8, 0, i, -10, 7, -6, -2, -2, -4
O=C(NCC(=O)N(c1ccccc1)C(C(=O)NC1CCCCC1)c1ccncc1)c1ccco1 (stereo not drawn)
  2, -7, i, -6, 5, -5, 1, -1, -9
O=C1/C(=C\c2ccc(-c3ccccc3[N+](=O)[O-])o2)C(c2ccccc2)=NN1c1ccccc1
  -22, -6, i, 17, -3, 2, 5, 5, 5
Cn1cnc([N+](=O)[O-])c1SCC(O)CCl (stereo not drawn)
  8, -2, i, 3, 0, -3, 3, -4, -1

Arranged by molar mass (highest first): part of the list above
Second line of a record: CendR NRP1 mod, FAS-TE inh, Neddylation inh, PABP1 MLLE inh, E coli Lon inh, bovine MsrA act, Rin1 Abl inh, MT1-MMP act inh, SKN-1 block
Nc1nc(-c2sc3nc4c(cc3c2N)CCCC4)nc(N2CCOCC2)n1
  3, -2, x, 22, -2, -4, 0, 17, 0
Cc1ccc(O)c(N=Cc2cc(Cc3ccccc3)cc([N+](=O)[O-])c2O)c1
  -88, 10, i, -39, -11, -5, 1, -1, 13
COc1ccc(CCCC(=O)Nc2cc(C)ccc2OC)cc1
  -10, 5, i, -95, -13, -1, -2, -4, 3

Results in PABP1 MLLE inh, Neddylation inh and MT1-MMP act inh (4 entries from above):
| Molecule | PABP1 MLLE inh | Neddylation inh | MT1-MMP act inh |
| --- | --- | --- | --- |
| CCN1C(=O)[C@H]2[C@@H](c3ccc(-c4ccc(Cl)c(Cl)c4)cc3)N3CCCC[C@@]3(C(=O)OC)[C@H]2C1=O | 6 | i | 2 |
| O=C(CSc1ncnc2sc3c(c12)CCC3)NCC1CCCO1 (stereo not drawn) | 3 | i | -2 |
| Nc1nc(-c2sc3nc4c(cc3c2N)CCCC4)nc(N2CCOCC2)n1 | 22 | x | 17 |
| COc1ccc(CCCC(=O)Nc2cc(C)ccc2OC)cc1 | -95 | i | -4 |

Remaining list, next part
Second line of a record: CendR NRP1 mod, FAS-TE inh, Neddylation inh, PABP1 MLLE inh, E coli Lon inh, bovine MsrA act, Rin1 Abl inh, MT1-MMP act inh, SKN-1 block
Cc1ccccc1OC(=O)C1C(c2ccccc2)C(C(=O)O)C1c1ccccc1 (stereo not drawn)
  -10, -6, i, -3, -2, -5, 0, 2, 2
COc1ccc(CCNc2nc(N3CCCCC3)nc(N3CCCCC3)n2)cc1OC
  11, 24, i, 0, 1, 1, -4, -11, 17
COC(=O)c1cc(NC(=O)c2cc(-c3ccc(OC)cc3)oc2C(F)(F)F)ccc1N1CCOCC1
  -2, 26, i, 1, -2, -4, -4, -1, -3
CC1CC(C)CN(C(=O)c2cc(S(=O)(=O)N3CCCCC3)ccc2Cl)C1 (stereo not drawn)
  11, 8, i, 2, -6, -1, 0, -5, 8
O=C(NCc1ccc(Cl)cc1)c1cc2c(nc3sccn32)s1
  -8, 31, i, -12, -7, -7, -6, 4, 7
O=C(Cc1ncc(C(F)(F)F)cc1Cl)NCCc1ccccc1
  -8, 3, i, 9, 4, -4, 0, 1, -8
CCCC(=O)NCCc1nc2ccccc2n1CCC
  0, -11, i, 13, -14, -1, -2, 5, 16
O=C(c1ccccc1Nc1ccc(SC(F)F)cc1)N1CCCCC1
  2, 13, i, 2, 1, 3, 1, -6, -20
CCOc1ccc(N(CC(=O)Nc2ccc(OC)cc2)C2=NC3CS(=O)(=O)CC3S2)cc1 (stereo not drawn)
  -7, 5, i, -10, -16, -4, -1, 5, 10
C#CCOc1ccc(/C=N/O)cc1Cl
  -11, -11, i, -1, -6, -7, 1, 4, 1

Single values from the entries so far.
Entry for `O=C(Cc1ncc(C(F)(F)F)cc1Cl)NCCc1ccccc1` under SKN-1 block: -8
Entry for `CN(C)S(=O)(=O)c1cccc(-c2nnc(-c3ccccc3)o2)c1` under E coli Lon inh: 0
Entry for `Oc1ccccc1/C=N/n1cnnc1` under MT1-MMP act inh: 1
Entry for `O=C(COCC(=O)NCc1ccccc1)NCc1ccccc1` under MT1-MMP act inh: 1
Entry for `Cc1ccc(C)c(S(=O)(=O)C(C#N)c2nc3ccccc3nc2N2CC(C)OC(C)C2)c1` (stereo not drawn) under CendR NRP1 mod: -3
Entry for `CCCC/C(O)=C1\C(=O)CC(C)(C)CC1=Nc1ccc(N)cc1` under MT1-MMP act inh: 3
Entry for `C#CCOc1ccc(/C=N/O)cc1Cl` under MT1-MMP act inh: 4
